Apaf-1 inh = inhibitors of human Apaf-1 apoptosome; reconstituted apoptosome caspase-3 activity, DEVD-Rh110 fluorescence; inhibition, % at 20 µM; actives 0.71% (n = 330,000); active means inhibition of at least 40% at 20 µM;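 further: plate controls were DMSO wells for no effect and DEVD-CHO caspase inhibitor wells for full effect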
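Material: reconstituted apoptosome with Apaf-1, cytochrome c, caspase-9, procaspase-3, dATP; medium: pH 7.5 Hepes buffer with CHAPS, BSA, DTT; also added: cytochrome c and DEVD-Rh110 substrate; timing: 30 min plus 50 min, RT; signal: Rh110 fluorescence intensity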
HKDC1 inhibitor = blocks human hexokinase HKDC1 activity; recombinant HKDC1, G6PDH/diaphorase resazurin coupled fluorescence; inhibition, % at 20 µM; actives 0.16% (n = 340,000);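 active means inhibition above about 35% when tested at 20 µM, limit read from the data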;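 further: plate controls were DMSO wells with enzyme for no effect and DMSO wells lacking enzyme for full effect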
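Material – in-house recombinant HK5 (HKDC1) enzyme · Quantity – HKDC1 at 5 µg/mL · Buffer or medium – pH 8.0 Tris buffer with 10 mM MgCl2 · Reagent – glucose with 1 mM ATP · Dosing – single 20 µM dose · Times – reaction time 90 min, room temperature, protected from light · Technique – resorufin fluorescence at 613 nm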
UBC13 polyUb = inhibitors of human UBC13 polyubiquitin chain formation | P61088 | TR-FRET | inhibition, % at 20 µM | actives 0.47% (n = 330,000) | AID 485273; in the data active means inhibition above about 45%, passing the limit was not always enough; inconclusive means no clear call, values can overlap the other calls
Target sequence (P61088 whole entry, looked up): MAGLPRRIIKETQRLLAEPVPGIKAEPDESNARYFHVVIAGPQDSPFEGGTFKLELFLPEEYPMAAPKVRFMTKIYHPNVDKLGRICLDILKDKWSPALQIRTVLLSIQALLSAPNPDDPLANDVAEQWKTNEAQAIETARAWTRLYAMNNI
Gli-Sufu block = blocks Gli-Sufu signaling in a luciferase reporter. Sufu-KO-LIGHT fibroblasts, Gli luciferase reporter luminescence. inhibition, % at 5 µM. actives 0.74% (n = 340,000). AID 588413;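 active means inhibition above about 55%, limit read from the data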;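 further: 0% = DMSO-treated cells and 100% = wells with medium but no cells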
Jurkat NFkB inh = lowers PMA/ionomycin-induced NF-kB signal in Jurkat cells; PMA/ionomycin-induced NF-kB luciferase reporter, luminescence; inhibition, % at 4 µM; actives 0.53% (n = 330,000); AID 435003
SENP7 inh = SENP7 protease inhibition; Q9BQF6; recombinant SENP7, Z-RLRGG-aminoluciferin luminescence, 40 min; inhibition, % at 5 µM; actives 1.5% (n = 330,000); AID 434973;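 active means inhibition above about 50% at the single test dose, limit read from the data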;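 further: plate controls were DMSO with enzyme for no effect and no enzyme buffer wells for full effect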
Target sequence (Q9BQF6 706-1050 limits assumed): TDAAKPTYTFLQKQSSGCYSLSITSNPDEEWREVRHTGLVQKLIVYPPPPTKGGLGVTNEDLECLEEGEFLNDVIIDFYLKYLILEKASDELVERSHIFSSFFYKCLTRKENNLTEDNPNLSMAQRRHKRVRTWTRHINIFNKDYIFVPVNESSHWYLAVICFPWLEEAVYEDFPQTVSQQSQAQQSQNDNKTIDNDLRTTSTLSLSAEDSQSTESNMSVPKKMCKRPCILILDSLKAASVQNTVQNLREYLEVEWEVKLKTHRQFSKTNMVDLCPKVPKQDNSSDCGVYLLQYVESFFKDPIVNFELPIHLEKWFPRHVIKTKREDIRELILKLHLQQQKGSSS
697 NFkB inh = inhibitors of the PMA/ionomycin-induced NF-kB reporter in 697 B cells. actives 0.33% (n = 330,000). AID 435022. 697 B-cell NF-kB luciferase reporter, 16 h. inhibition, % at 4 µM; in the data active means inhibition above about 35%
SENP8 block = blocks the human protease SENP8 | purified SENP8, Z-RLRGG-aminoluciferin cleavage, luminescence | inhibition, % at 10 µM | actives 1.2% (n = 330,000) | AID 2540
Target sequence (Q96LD8 whole entry, looked up): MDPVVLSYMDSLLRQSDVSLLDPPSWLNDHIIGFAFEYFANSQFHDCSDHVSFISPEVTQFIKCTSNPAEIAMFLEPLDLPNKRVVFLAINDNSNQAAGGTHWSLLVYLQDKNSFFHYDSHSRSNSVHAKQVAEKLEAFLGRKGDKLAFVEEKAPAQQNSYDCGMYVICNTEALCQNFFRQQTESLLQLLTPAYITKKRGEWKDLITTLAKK
Starred values were filed as active, the others as inactive; u = inconclusive; x = no result given. Unless noted, no stated cut-off is given here; in the data, active means inhibition above about 50%; inactive means the rest.

SMILES	Apaf-1 inh	HKDC1 inhibitor	UBC13 polyUb	Gli-Sufu block	Jurkat NFkB inh	SENP7 inh	697 NFkB inh	SENP8 block
COc1ccc(C(=O)CSc2nnc(CNC(=O)c3ccccc3)o2)cc1	8.1	-3.7	-2.0	3.7	4.2	-3.9	-4.8	1.8
COc1ccc(CCC(=O)Nc2cc(S(=O)(=O)N3CCCCC3)ccc2N(C)C)cc1	17.3	3.6	1.7	6.9	-15.3	0.1	-0.4	-4.6
CN(C(=O)CCNC(=O)Cn1cnc2ccccc2c1=O)c1ccc(Br)cc1	-2.5	-6.1	3.5	-10.6	11.6	0.0	8.5	5.9
CCC(=O)Nc1ccc2c(c1)nc1n2CCN(CCOC)C1	5.4	-1.4	-6.5	-4.2	-2.4	-7.0	-22.9	-6.5
O=C1N(c2ccccc2)C(=Nc2ccccc2)SC12CC2	-7.4	4.2	8.2	-34.8	7.8	-1.1	4.6	4.0
Cc1cc(C(=O)COc2ccccc2Cl)c(C)n1C1CC1	17.2	1.2	-10.1	-33.6	-5.8	-2.0	-42.0	-20.0
COc1ccccc1C=NNC(=O)c1ccccc1OCCOc1ccccc1	19.6	4.3	9.6	-17.8	-6.2	14.3	-7.4	7.4
CCOc1cc(C2C(C(=O)N3CCOCC3)=C(C)NC3=C2C(=O)CCC3)ccc1O (configuration not stated)	-14.1	-1.4	0.2	-2.9	-1.7	-0.8	-5.4	6.4
CCOC(=O)c1c(N/N=C/c2ccncc2)n[nH]c1C	-10.4	-10.4	-9.5	-19.0	9.2	0.6	4.6	1.5
OCCSc1c(F)c(SCCO)c(SCCO)c(F)c1SCCO	-10.5	-10.5	4.0	3.9	15.1	7.3	19.6	0.5
O=c1[nH]c2cccnc2n1Cc1ccccc1	-10.7	3.4	4.4	-0.1	11.5	7.6	9.8	6.3
O=C(CCC1CCCCC1)Nc1ncn[nH]1	-2.9	-1.1	3.1	6.8	-6.9	-1.2	14.0	2.1
CC(=O)Nc1ccc(C(=O)Nc2ccc(S(=O)(=O)N3CCCCC3)cc2)cc1	-0.5	2.6	4.4	8.8	4.4	-3.0	6.2	9.7
O=C(Cc1ccccc1)Nc1ccc(C(=O)Nc2ccccc2C(=O)O)cc1	-6.6	3.9	4.1	3.1	1.4	-3.9	11.0	5.8
COC(=O)c1ccc(CN2C(=O)NC3(CCC(C)CC3)C2=O)cc1 (configuration not stated)	-1.8	-4.4	-9.1	-10.7	-18.5	11.6	-34.4	-2.2
Cc1cccc(N(C(=O)CNC(=O)c2cccs2)C(C(=O)NC2CCCC2)c2ccncc2)c1 (configuration not stated)	-6.4	0.8	3.4	-7.1	22.5	6.0	7.9	7.6
CCOC(=O)Cc1c(C)nc2c(-c3ccccc3)c(C)nn2c1C	2.0	3.4	-0.4	-7.2	2.5	4.2	-21.4	-1.3
COc1ccc(CCNC(=O)C2CCCCC2C(=O)O)cc1OC (configuration not stated)	-6.7	x	-0.9	x	-0.2	-0.9	10.5	-6.7
COc1ccc(N(C)C(=O)C2CCCN2S(=O)(=O)c2cccc3nsnc23)c(OC)c1 (configuration not stated)	-5.5	3.1	-7.5	4.6	7.7	-0.1	9.2	4.7
O=C(CSc1nnc(NC(=O)c2c(F)cccc2F)s1)NCc1ccc(F)cc1	-1.5	4.3	0.4	-2.2	-2.6	8.4	6.2	-8.1
COc1ccc(C)cc1NS(=O)(=O)c1ccc(NC(=O)CN(c2cc([N+](=O)[O-])ccc2C)S(C)(=O)=O)cc1	15.4	14.0	-4.2	10.5	-0.7	8.7	38.3*	-9.3
COc1cccc(C(=O)Nc2c(C)n[nH]c2C)c1	-21.7	-9.3	4.5	1.1	-1.1	-12.3	12.8	-7.9
CCN(CC)CCNC(=O)c1ccc(NC(=O)C2CC(=O)N(CCc3ccc(OC)c(OC)c3)C2)cc1 (configuration not stated)	47.2*	-7.1	27.3	-2.3	-1.8	-7.3	18.0	12.4
CCOC(=O)c1sc(NC(=O)c2ccc3nc[nH]c3c2)nc1C	1.1	5.2	6.3	-66.1	-22.7	74.5*	-54.7	73.5*

Some of these compounds in order of count of non-hydrogen atoms, falling.
SMILES	Apaf-1 inh	HKDC1 inhibitor	UBC13 polyUb	Gli-Sufu block	Jurkat NFkB inh	SENP7 inh	697 NFkB inh	SENP8 block
Cc1cccc(N(C(=O)CNC(=O)c2cccs2)C(C(=O)NC2CCCC2)c2ccncc2)c1 (configuration not stated)	-6.4	0.8	3.4	-7.1	22.5	6.0	7.9	7.6
COc1ccc(N(C)C(=O)C2CCCN2S(=O)(=O)c2cccc3nsnc23)c(OC)c1 (configuration not stated)	-5.5	3.1	-7.5	4.6	7.7	-0.1	9.2	4.7
O=C(CSc1nnc(NC(=O)c2c(F)cccc2F)s1)NCc1ccc(F)cc1	-1.5	4.3	0.4	-2.2	-2.6	8.4	6.2	-8.1
CC(=O)Nc1ccc(C(=O)Nc2ccc(S(=O)(=O)N3CCCCC3)cc2)cc1	-0.5	2.6	4.4	8.8	4.4	-3.0	6.2	9.7
COc1ccc(CCNC(=O)C2CCCCC2C(=O)O)cc1OC (configuration not stated)	-6.7	x	-0.9	x	-0.2	-0.9	10.5	-6.7
CCOC(=O)c1sc(NC(=O)c2ccc3nc[nH]c3c2)nc1C	1.1	5.2	6.3	-66.1	-22.7	74.5*	-54.7	73.5*

Other structures.
SMILES	Apaf-1 inh	HKDC1 inhibitor	UBC13 polyUb	Gli-Sufu block	Jurkat NFkB inh	SENP7 inh	697 NFkB inh	SENP8 block
Cc1cc(C)c(NC(=O)C2CC(=O)N(Cc3ccccc3)C2)c(C)c1 (configuration not stated)	-4.5	-6.5	-1.6	3.5	-13.1	4.7	16.6	-0.6
CCOC(=O)c1cc(-c2ccccc2)sc1NC(=O)CC(C)C	1.9	4.2	4.2	2.6	-3.5	13.7	-56.1	1.7
Cc1cccc(C)c1C(=NCCN(C)C)c1ccccc1	7.7	-3.3	3.8	16.6	3.9	-2.1	-24.3	-0.7
COc1cccc(CN2CCN(C(=O)c3ccc(-c4ccccc4)cc3)CC2)c1OC	16.5	-6.8	7.6	13.8	6.5	-8.9	2.6	-4.0
CCOC(=O)C(C)(C)N(Cc1cccc(C)c1)S(=O)(=O)c1ccc(Cl)c([N+](=O)[O-])c1	15.2	6.6	7.7	30.6	-0.7	-4.3	17.0	-5.4
Cc1c(S(=O)(=O)N2CCN(C(=O)c3ccco3)CC2)c(=O)n(C)c(=O)n1C	-6.1	-3.9	3.1	-20.9	9.3	-3.3	10.9	0.4
COc1cccc(C(=O)C2CCCN(Cc3cn[nH]c3C3CCCCC3)C2)c1 (configuration not stated)	0.4	5.1	3.9	22.3	-20.7	2.8	7.5	-3.2
Clc1ccccc1-c1nnc2sc(-c3ccc4c(c3)OCO4)nn12	-7.1	-0.3	19.5	-11.9	21.6	8.4	-4.3	1.6
O=C(NCCNS(=O)(=O)c1ccc(C(F)(F)F)cc1)N1CCOCC1	1.8	-1.8	0.3	-3.0	10.9	-7.8	-26.3	12.5
CC(C)(C)Nc1nc(N)nc(Cl)n1	1.1	-14.8	12.6	-2.3	5.0	-4.2	16.6	1.3
COc1ccc(C(=O)Nc2ccnn2C2CCN(Cc3ccn[nH]3)CC2)cc1	2.8	-7.3	-7.6	-1.4	9.1	-3.6	-18.5	1.9
CC(C)(C)c1cc(CP(=O)(c2ccccc2)c2ccccc2)cc(C(C)(C)C)c1O	28.3	6.9	-18.5	10.0	-16.8	-11.9	-36.9	-9.2
COc1ccc(Cn2c(C)cc3c(c2=O)C(c2cccs2)C(C#N)=C(N)O3)cc1OC (configuration not stated)	-7.6	-4.3	6.6	6.6	-8.3	1.8	-0.7	2.9
COc1cccc(/C=C2\SC(=O)N(CC(=O)NCCCn3ccnc3)C2=O)c1	1.3	-2.7	-8.1	33.6	-2.1	-13.5	-43.3	-4.0
COc1cccc(CN2CC(C(=O)N(C)Cc3nc4ccc(F)cc4[nH]3)CCC2=O)c1 (configuration not stated)	-13.9	-0.1	-9.8	-24.1	-6.4	7.7	2.2	-13.3
CCCCN(CCCC)CCCNC(=O)C12CN(Cc3ccccc3)CC1C(c1cccc([N+](=O)[O-])c1)=NO2 (configuration not stated)	5.5	-0.1	u	-7.5	-11.8	-0.4	-8.2	-15.2
O=S1(=O)CCN2C=C(Br)C=C(Br)C2=N1	-10.2	5.4	17.1	-1.1	10.2	9.9	8.2	2.9
CCC(=O)Nc1cc2nn(-c3ccccc3)nc2cc1Cl	8.4	8.2	0.5	-80.6	-117.7	40.1	-176.9	0.4
Cc1ccc(NC(=O)Cc2ccsc2)cc1S(=O)(=O)N1CCOCC1	5.9	-6.5	-3.4	9.0	4.6	8.0	4.0	1.1
Cc1ccc(S(=O)(=O)N2CCOCC2)cc1NC(=O)COC(=O)/C=C/c1ccco1	-11.0	-3.6	6.9	2.0	3.9	-4.0	8.8	1.3
Cc1ccc(/C=N\NC(=O)c2cncc(Br)c2)o1	11.5	-9.2	-21.9	0.5	-6.3	-8.4	0.3	-9.9
CCOC(=O)N1CCN(C(=O)c2ccc3c(=O)n(CCc4ccccc4)c(=O)[nH]c3c2)CC1	13.3	-3.6	-2.6	10.1	-28.4	-9.8	-12.4	-4.2
CCN(CC)CCNC(=O)c1cc(-c2ccc(Br)s2)nc2ccccc12	19.6	-0.2	34.3	8.5	4.7	-0.8	9.3	-8.0
CC(c1ccccc1)n1c(CCCO)nc2ccccc21 (configuration not stated)	-7.5	-6.5	-3.1	28.6	-8.1	0.2	-4.5	-1.6
CCCNC(=O)COc1nc2ccccc2nc1N1CCOCC1	-10.6	7.6	2.7	-1.3	-0.3	-1.8	-10.7	-1.8
COc1ccccc1N1CCN(CC(O)COc2ccc(C)cc2C)CC1 (configuration not stated)	6.2	-6.4	-1.8	9.2	10.0	3.8	7.9	-5.3
N#Cc1nc(COc2ccc(F)cc2)oc1N1CCC(Cc2ccccc2)CC1	8.9	7.5	2.3	27.7	1.0	1.8	25.3	4.0
COc1cc(NS(=O)(=O)c2ccc(NC(=O)c3cccs3)cc2)nc(OC)n1	11.1	0.5	-9.4	-38.7	-13.3	-2.1	1.0	-8.5
O=C(O)CCSC(=S)N1CCOCC1	-9.7	-8.9	7.9	-0.2	12.2	-3.2	18.8	-1.6
O=C(CSc1ncnc2c1cnn2-c1ccccc1)NC1CCCC1	11.6	-0.1	9.0	3.2	6.5	14.8	-19.1	20.2
C[n+]1cnn2c1SCC1(COC1)C2	-2.8	8.4	-6.6	-1.5	3.0	-0.1	-4.7	1.3
O=C(O)CSCc1c(F)cccc1Cl	4.0	-2.5	2.9	-19.4	-14.4	-4.3	13.6	-1.8
O=C(O)CC(C(=O)OCC1CCCO1)N1CCOCC1 (configuration not stated)	4.9	4.3	7.4	8.2	3.7	-2.7	17.1	-8.9
O=C(NCCNC(=O)c1ccccc1[N+](=O)[O-])c1ccccc1[N+](=O)[O-]	-17.7	0.6	-5.1	6.4	-5.2	-0.6	-3.6	5.5
OC(CN1CCN(c2ccccc2Cl)CC1)c1ccccc1 (configuration not stated)	5.0	-5.0	1.7	-5.2	-2.0	6.4	2.0	-0.7
COC(=O)c1ncn(C2OC(COC(C)=O)C(OC(C)=O)C2OC(C)=O)n1 (configuration not stated)	-2.8	3.3	-13.4	-2.4	-3.3	0.0	-2.2	0.6
O=c1c2c(c(-c3ccccc3)nn1Cc1ccccc1)CCCC2	9.4	-0.6	0.9	16.0	2.7	-5.2	11.9	0.9
COc1ccc(N2CCN(C(=O)CSc3nc4c(c(=O)n(C)c(=O)n4C)n3C(C)C)CC2)cc1	-9.3	-15.2	1.4	3.1	9.6	3.7	-9.8	6.9
CC(C)c1ccc2c(c1)C(=O)NC(C)(C)C2	5.3	-4.6	7.4	-13.0	-16.3	8.7	5.0	-4.3
CCCn1c(SCC(=O)Nc2ccccc2OC)nnc1-c1ccco1	4.6	-0.6	0.0	-4.1	46.3	-6.4	6.5	-9.2
c1ccc(-c2ccc3nnnn3n2)cc1	-8.6	-3.9	4.5	5.0	-1.8	3.1	7.4	-1.4
O=C1CC(SCc2nc3ccccc3[nH]2)C(=O)N1c1ccc(F)cc1 (configuration not stated)	-1.8	-1.4	4.2	-1.8	4.2	-7.1	10.9	-6.2

Assay outcomes as filed in PubChem BioAssay.
